Screening data from PubChem BioAssay.
AddAB inh = less growth of phage-infected E. coli with AddAB | E. coli expressing H. pylori AddAB, absorbance growth | inhibition, % at 11.9 µM | 330,000 tested, 0.29% active; in the data active = inhibition above about 12%;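 also: 0% = vehicle wells of infected cells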
SUMO Mot1 rescue = blocks SUMOylation pathway, rescuing yeast Mot1-301 growth | growth rescue, % at 18.8 µM | AID 2716 | 320,000 tested, 1% active | S. cerevisiae Mot1-301 growth rescue, ATP luminescence, 38.5C; percent above DMSO median, 100 means doubled;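 active = every valid replicate shows activation above 250% relative to neutral control wells; inactive = the rest, any valid replicate at or below 250%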;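 also: OY570 slx delta 5 strain wells were the positive control but not used for scaling; some compounds called inactive have numbers as strong as hits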
DAGLB inhibitor = blocks human DAGLB lipase activity | inhibition, % at 5.17 µM | 340,000 tested, 0.059% active | Q8NCG7 | HEK293T DAGLB membrane lysate, EnzChek fluorogenic substrate; in the data active = inhibition above about 34%;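 also: 0% = enzyme with vehicle and 100% = wells lacking enzyme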
E coli growth = reduces bacterial viability in AddAB counter-screen | E. coli V3065 growth, OD600 absorbance, 18 h | inhibition, % at 11.9 µM | 330,000 tested, 0.27% active;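 active = inhibition above the campaign's mean inhibition across all tested compounds plus 3 SD, cut at about 9.9% in these data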;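 also: uninfected addAB+ strain grown without phage in ampicillin broth; 0% = DMSO wells and 100% = ciprofloxacin 0.95 µg/ml wells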
HTR5A inv ag = inverse agonist of human HTR5A in OPRM1-OPRD1 counter-screen; HTR5A cell line, luminescence, inverse agonism; inhibition, % at 9.3 µM; 340,000 tested, 0.083% active; in the data active = inhibition mostly above about 23%, no sharp cut-off; inactive = mostly below about 18%;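 also: 0% = cells with DMSO and 100% = no-cell wells with DMSO; some compounds called inactive have numbers as strong as hits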
phage Ecoli inh = E. coli growth loss with phage present. growth absorbance. inhibition, % at 11.9 µM. 360,000 tested, 0.26% active. AID 651602; in the data active = inhibition above about 11%
PKA-R2B act = activators of human PKA-R2B complex | P22694+P31323 | PKA-R2B holoenzyme dissociation, Cy5-IP20 fluorescence polarization; R2B truncated from residue 108, S112A mutant; 0% DMSO only, 100% 113 µM cGMP | activation, % at 11.4 µM | 340,000 tested, 0.079% active | AID 504700;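 active = activation above a cutoff set at the mean over all compounds plus 3 SD, cut at about 18% in these data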;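 also: higher means more holoenzyme dissociation and a rise in polarization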
Target sequence (P31323 whole entry, looked up, other chains not shown, the tested form may be a part): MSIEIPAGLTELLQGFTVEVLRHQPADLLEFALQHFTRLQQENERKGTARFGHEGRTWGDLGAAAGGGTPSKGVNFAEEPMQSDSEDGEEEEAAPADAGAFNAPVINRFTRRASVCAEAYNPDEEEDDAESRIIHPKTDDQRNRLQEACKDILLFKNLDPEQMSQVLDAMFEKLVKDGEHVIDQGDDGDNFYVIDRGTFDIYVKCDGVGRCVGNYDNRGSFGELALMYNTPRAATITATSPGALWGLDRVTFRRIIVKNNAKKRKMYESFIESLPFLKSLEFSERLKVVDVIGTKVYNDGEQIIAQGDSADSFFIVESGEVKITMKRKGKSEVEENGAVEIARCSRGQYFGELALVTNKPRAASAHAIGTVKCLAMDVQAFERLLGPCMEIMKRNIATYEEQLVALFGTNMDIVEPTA
CDK5 p35 inh = inhibitors of human CDK5/p35 kinase; AID 488839; 330,000 tested, 0.01% active; Q00535+Q15078; inhibition, % at 10 µM; Recombinant CDK5/p35, ADP-Glo luminescence, 60 min;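 active = highest replicate inhibition of at least 50% and at least 75% of replicates reaching 50%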;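 also: plate controls were DMSO neutral control for no effect and GW8510 at 10 µM for full effect; many of its hits are not listed in these tables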
Target sequence (Q00535 whole entry, looked up): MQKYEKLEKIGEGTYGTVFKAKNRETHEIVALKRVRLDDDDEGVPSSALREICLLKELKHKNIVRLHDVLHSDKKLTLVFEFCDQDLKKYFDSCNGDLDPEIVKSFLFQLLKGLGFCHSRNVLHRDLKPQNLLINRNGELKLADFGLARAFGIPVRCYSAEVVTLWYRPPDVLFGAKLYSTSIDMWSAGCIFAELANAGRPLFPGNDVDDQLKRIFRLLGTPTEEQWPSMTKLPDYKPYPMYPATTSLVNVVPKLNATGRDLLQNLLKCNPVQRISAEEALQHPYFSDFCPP
Target sequence (Q15078 whole entry, looked up): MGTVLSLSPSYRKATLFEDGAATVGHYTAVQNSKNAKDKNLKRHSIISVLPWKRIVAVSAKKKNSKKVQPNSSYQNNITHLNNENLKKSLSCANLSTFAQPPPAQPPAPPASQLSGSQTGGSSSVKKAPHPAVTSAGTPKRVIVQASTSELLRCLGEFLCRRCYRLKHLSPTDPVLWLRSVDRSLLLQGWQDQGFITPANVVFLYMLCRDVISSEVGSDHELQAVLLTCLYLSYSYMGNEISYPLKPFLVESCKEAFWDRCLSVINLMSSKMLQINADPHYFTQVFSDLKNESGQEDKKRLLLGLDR
PKA-R1A act = PKA-R1A complex activation. PKA-R1A dissociation, Cy5-IP20 fluorescence polarization; scaled: DMSO 0%, 113 µM cGMP 100%. activation, % at 11.4 µM. 340,000 tested, 0.083% active;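 active = percent activation above the mean of all tested compounds plus 3 SD, cut at about 19% in these data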;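 also: higher means more PKAc released from R1A so a rise in polarization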
HTR5A ag = activates human HTR5A in OPRM1-OPRD1 agonist counter-screen; P47898; HTR5A agonist assay, luminescence, cell-based; activation, % at 9.3 µM; 340,000 tested, 0.61% active; AID 504692; in the data active = activation mostly above about 9.5%, no sharp cut-off; inactive = mostly below about 7.6%;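 also: 0% = cells with vehicle only and 100% = reference agonist; strong numbers were not always called active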
Tat transport = inhibitors of E. coli Tat protein transport; E. coli MC4100 TorA-mCherry Tat export, fluorescence; inhibition, % at 10 µM; 340,000 tested, 0.036% active; AID 488895;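 active = mean replicate inhibition at least 50% and at least half of replicates individually reaching 50%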;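 also: exported cargo escapes ClpAP degradation while cytoplasmic cargo is degraded and loses fluorescence; 0% = median of neutral control wells and 100% = median of NaSCN control wells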
The depositor's hits bear a star. No enrichment for hits. About 2.3% of those tested had a hit in this group.

How did CC1CCCN(CCCNS(=O)(=O)c2ccc3c(c2)CCN3C(=O)C2CC2)C1 (stereo not given) do in these assays?
AddAB inh: -1.5; SUMO Mot1 rescue: 106.6; DAGLB inhibitor: -1.1; E coli growth: -2.3; HTR5A inv ag: -18.9; phage Ecoli inh: 2.5; PKA-R2B act: -1.5; CDK5 p35 inh: -1.7; PKA-R1A act: -8.7; HTR5A ag: 5.0; Tat transport: -11.8

How did O=C1C2C(C(=O)N1CCN1CCN(Cc3ccc([N+](=O)[O-])cc3)CC1)[C@H]1C=C[C@@H]2C1 (stereo not given in full) do in these assays?
AddAB inh: 0.6; SUMO Mot1 rescue: 3.3; DAGLB inhibitor: -2.3; E coli growth: -2.3; HTR5A inv ag: -22.3; phage Ecoli inh: 1.3; PKA-R2B act: 2.1; CDK5 p35 inh: 1.7; PKA-R1A act: -9.3; HTR5A ag: 4.2; Tat transport: -1.7

Results for Cc1ccc(NC(=O)CSc2nnc(NC(=O)C3CC3)s2)cc1C ?
AddAB inh: 0.6; SUMO Mot1 rescue: -0.7; DAGLB inhibitor: 0.6; E coli growth: 1.4; HTR5A inv ag: -13.1; phage Ecoli inh: 0.6; PKA-R2B act: 5.4; CDK5 p35 inh: -0.8; PKA-R1A act: -4.5; HTR5A ag: 4.6; Tat transport: -9.7

What do the screens show for `O=c1c2[nH]c3ccccc3c2ncn1Cc1ccncc1`?
AddAB inh: -2.5; SUMO Mot1 rescue: -8.9; DAGLB inhibitor: 0.1; E coli growth: -0.8; HTR5A inv ag: 13.2; phage Ecoli inh: -4.0; PKA-R2B act: 8.5; CDK5 p35 inh: 1.3; PKA-R1A act: 1.3; HTR5A ag: 7.1; Tat transport: -1.1

What do the screens show for `CCOc1ccc(S(=O)(=O)N(CC(=O)NCC2CCCO2)c2ccc(F)cc2)cc1` (stereo not given)?
AddAB inh: 3.7; SUMO Mot1 rescue: -8.1; DAGLB inhibitor: -1.4; E coli growth: 0.8; HTR5A inv ag: 19.6; phage Ecoli inh: 0.4; PKA-R2B act: 7.0; CDK5 p35 inh: 1.4; PKA-R1A act: -3.6; HTR5A ag: -7.4; Tat transport: -2.7

How did Cc1ccc(-c2c[nH]c(=S)n2-c2ccccc2)cc1 do in these assays?
AddAB inh: 0.3; DAGLB inhibitor: 1.1; E coli growth: -1.3; HTR5A inv ag: 11.4; phage Ecoli inh: 2.5; PKA-R2B act: -5.6; CDK5 p35 inh: 4.0; PKA-R1A act: -5.8; HTR5A ag: -4.0; Tat transport: -7.2

Results for Cc1ccc(NC(=S)N(CCN(C)C)Cc2cc3cccc(C)c3[nH]c2=O)cc1 ?
AddAB inh: 0.2; SUMO Mot1 rescue: 5.2; DAGLB inhibitor: -0.7; E coli growth: 1.3; HTR5A inv ag: -20.5; phage Ecoli inh: 1.6; PKA-R2B act: 4.0; CDK5 p35 inh: 1.4; PKA-R1A act: -15.5; HTR5A ag: 0.8; Tat transport: -16.1

What do the screens show for `CCOc1nc(NCCN2CCOCC2)nc(Nc2ccc([N+](=O)[O-])cc2)n1`?
AddAB inh: 1.7; SUMO Mot1 rescue: -8.2; DAGLB inhibitor: 0.3; E coli growth: -2.5; HTR5A inv ag: -0.5; phage Ecoli inh: 3.2; PKA-R2B act: -4.6; CDK5 p35 inh: 2.3; PKA-R1A act: -1.1; HTR5A ag: 0.2; Tat transport: 10.9

Results for CC(=O)Nc1ccc(S(=O)(=O)Nc2cccc(-c3cn4c(n3)SCC4)c2)cc1 ?
AddAB inh: -0.4; SUMO Mot1 rescue: 19.6; DAGLB inhibitor: -0.1; E coli growth: 0.7; HTR5A inv ag: 2.6; phage Ecoli inh: 4.7; PKA-R2B act: 3.6; CDK5 p35 inh: 0.4; PKA-R1A act: 6.0; HTR5A ag: -0.9; Tat transport: 2.4

What do the screens show for `C=CC1=C2C=C(C3CC3)N(C3CC3)C=C2C(=O)C(C)(OC(=O)c2ccco2)C1=O` (stereo not given)?
AddAB inh: 3.4; SUMO Mot1 rescue: 1.8; DAGLB inhibitor: 0.5; E coli growth: 0.3; HTR5A inv ag: 6.1; phage Ecoli inh: 1.9; PKA-R2B act: -8.0; CDK5 p35 inh: -3.0; PKA-R1A act: 0.0; HTR5A ag: -2.4; Tat transport: -20.0

Results for COC(=O)c1ccccc1NC(=O)NCc1cccnc1 ?
AddAB inh: 2.1; SUMO Mot1 rescue: 3.5; DAGLB inhibitor: 0.6; E coli growth: 3.2; HTR5A inv ag: -4.8; phage Ecoli inh: -0.9; PKA-R2B act: 0.1; CDK5 p35 inh: 2.4; PKA-R1A act: -4.6; HTR5A ag: -1.8; Tat transport: -4.6

What do the screens show for `COCCNC(=O)CN(c1ccc(C)cc1)S(=O)(=O)c1ccccc1`?
AddAB inh: -0.4; SUMO Mot1 rescue: -3.3; DAGLB inhibitor: -0.6; E coli growth: -2.7; HTR5A inv ag: 1.0; phage Ecoli inh: 3.4; PKA-R2B act: 5.6; CDK5 p35 inh: 0.6; PKA-R1A act: -0.3; HTR5A ag: -0.9; Tat transport: 8.4

Quoted at random: 2 compounds from above
How did Cc1ccc(-c2c[nH]c(=S)n2-c2ccccc2)cc1 do in these assays?
AddAB inh: 0.3; DAGLB inhibitor: 1.1; E coli growth: -1.3; HTR5A inv ag: 11.4; phage Ecoli inh: 2.5; PKA-R2B act: -5.6; CDK5 p35 inh: 4.0; PKA-R1A act: -5.8; HTR5A ag: -4.0; Tat transport: -7.2

How did O=C1C2C(C(=O)N1CCN1CCN(Cc3ccc([N+](=O)[O-])cc3)CC1)[C@H]1C=C[C@@H]2C1 (stereo not given in full) do in these assays?
AddAB inh: 0.6; SUMO Mot1 rescue: 3.3; DAGLB inhibitor: -2.3; E coli growth: -2.3; HTR5A inv ag: -22.3; phage Ecoli inh: 1.3; PKA-R2B act: 2.1; CDK5 p35 inh: 1.7; PKA-R1A act: -9.3; HTR5A ag: 4.2; Tat transport: -1.7

Next results
How did O=C1ON=C(c2ccccc2)/C1=C/c1ccccc1 do in these assays?
AddAB inh: 2.8; SUMO Mot1 rescue: 7.9; DAGLB inhibitor: 2.4; E coli growth: 0.0; HTR5A inv ag: 10.3; phage Ecoli inh: 1.9; PKA-R2B act: -8.1; CDK5 p35 inh: -1.6; PKA-R1A act: 5.3; HTR5A ag: -2.8; Tat transport: -1.2

Results for Cc1cccc(C)c1NC(=O)c1cccc(C(=O)Nc2c(C)cccc2C)n1 ?
AddAB inh: -0.6; SUMO Mot1 rescue: 3.6; DAGLB inhibitor: -0.1; E coli growth: -0.2; HTR5A inv ag: 4.3; phage Ecoli inh: 0.4; PKA-R2B act: -6.3; CDK5 p35 inh: 3.3; PKA-R1A act: -13.3; HTR5A ag: -0.3; Tat transport: -5.6

Results for CC/C(C)=N/Nc1ccc(S(=O)(=O)N2CCCC2)cc1[N+](=O)[O-] ?
AddAB inh: 2.6; SUMO Mot1 rescue: -1.9; DAGLB inhibitor: 24.3; E coli growth: 2.4; HTR5A inv ag: -13.0; phage Ecoli inh: 4.5; PKA-R2B act: 5.3; CDK5 p35 inh: 0.8; PKA-R1A act: -1.6; HTR5A ag: -2.0; Tat transport: 6.9

Results for O=C(Nc1nnc(C2CCCC2)s1)C1CCC1 ?
AddAB inh: 0.4; SUMO Mot1 rescue: -1.5; DAGLB inhibitor: 1.5; E coli growth: -0.6; HTR5A inv ag: -9.2; phage Ecoli inh: 3.6; PKA-R2B act: -2.8; CDK5 p35 inh: -1.2; PKA-R1A act: -4.7; HTR5A ag: -2.6; Tat transport: 6.8

What do the screens show for `Cc1c[n+]([O-])ccc1Oc1ccc([N+](=O)[O-])cc1`?
AddAB inh: -0.2; SUMO Mot1 rescue: 5.0; DAGLB inhibitor: -2.6; E coli growth: -5.0; HTR5A inv ag: 8.2; phage Ecoli inh: 3.3; PKA-R2B act: -9.3; CDK5 p35 inh: -0.1; PKA-R1A act: -3.2; HTR5A ag: 8.6; Tat transport: -21.4

Results for CCC(=O)Nc1ccc(C(=O)COC(=O)CCN2C(=O)C3CC=CCC3C2=O)cc1 (stereo not given) ?
AddAB inh: 0.7; SUMO Mot1 rescue: -25.8; DAGLB inhibitor: 2.3; E coli growth: -0.6; HTR5A inv ag: -8.7; phage Ecoli inh: 3.3; PKA-R2B act: 5.4; CDK5 p35 inh: 0.8; PKA-R1A act: 0.0; HTR5A ag: 2.9; Tat transport: -8.1

Results for Oc1ccccc1Cn1c(-c2ccccc2O)nc2ccccc21 ?
AddAB inh: -1.0; SUMO Mot1 rescue: -3.1; DAGLB inhibitor: -0.2; E coli growth: -0.2; HTR5A inv ag: 6.4; phage Ecoli inh: 0.6; PKA-R2B act: -1.7; CDK5 p35 inh: 0.7; PKA-R1A act: 2.4; HTR5A ag: -2.3; Tat transport: 5.6

Results for Cc1ccc(NC(=O)CCC(=O)N/N=C/c2cc([N+](=O)[O-])ccc2O)cc1 ?
AddAB inh: 3.3; SUMO Mot1 rescue: 0.8; DAGLB inhibitor: 7.3; E coli growth: -0.3; HTR5A inv ag: -3.1; phage Ecoli inh: 3.9; PKA-R2B act: 0.8; CDK5 p35 inh: 1.3; PKA-R1A act: -11.6; HTR5A ag: 1.2; Tat transport: -10.2

What do the screens show for `c1ccc(Oc2cccc(CN3CCOCC3)c2)cc1`?
AddAB inh: 0.7; SUMO Mot1 rescue: 35.8; DAGLB inhibitor: 0.5; E coli growth: 0.9; HTR5A inv ag: -10.0; phage Ecoli inh: 3.7; PKA-R2B act: 1.3; CDK5 p35 inh: -0.1; PKA-R1A act: -6.6; HTR5A ag: 7.0; Tat transport: 8.8

What do the screens show for `COc1ccc(CN2C(=O)c3ccccc3C(/C=N\OCc3ccc(C)cc3)C2=O)cc1` (stereo not given)?
AddAB inh: 0.6; SUMO Mot1 rescue: -3.0; DAGLB inhibitor: -1.6; E coli growth: -1.6; HTR5A inv ag: -36.4; phage Ecoli inh: 5.9; PKA-R2B act: -2.2; CDK5 p35 inh: -0.7; PKA-R1A act: 8.1; HTR5A ag: -4.4; Tat transport: -5.9

How did CCC(=O)NC(=S)Nc1ccc(NC(=S)NC(=O)c2ccc(C)cc2)cc1 do in these assays?
AddAB inh: -1.8; SUMO Mot1 rescue: 7.3; DAGLB inhibitor: -1.1; E coli growth: -2.0; HTR5A inv ag: 18.8; phage Ecoli inh: 3.9; PKA-R2B act: 0.5; CDK5 p35 inh: -2.4; PKA-R1A act: -3.7; HTR5A ag: -7.2; Tat transport: -4.1
